Screens (PubChem)
TNAP activation fold: human TNAP enzyme activators, primary screen, biochemical, luminescent, no phosphate acceptor, uHTS (AID 1001) | Alkaline phosphatase, tissue-nonspecific isozyme (Homo sapiens) | purified TNAP, luminescent activation assay, no phosphate acceptor; higher activation fold means a stronger effect | one-dose activation fold at 20 µM; EC50 in µM for titrated hits | actives 0.03% (n = 200,000); in the data active = activation fold from about 3, or a potency from the dose series; inactive = the rest, 99 in 100 with activation fold below about 1.6; also: many of its hits are not listed in these tables
West Nile virus CPE: West Nile virus antiviral activity, cell-based, CPE readout (AID 1621); actives 0.02% (n = 290,000); CPE inhibition, % at 10 µM; hits with a dose series show IC50 in µM; West Nile virus-infected cells, CPE inhibition; higher % means a stronger effect; in the data active = a potency from the dose series; inconclusive = CPE inhibition mostly from about 3.7% at the one dose, without a potency; inactive = the rest, 99 in 100 with CPE inhibition below about 2.2%; also: strong numbers were not always called active
ER stress rescue: rescue of cells from ER stress-induced death, primary screen, 384-well, CSM14.1, thapsigargin, ATP luminescence (AID 1222); CSM14.1 thapsigargin-induced death rescue, ATP luminescence; higher % means a stronger effect; 190,000 tested, under 10 active; one-dose cellular ATP content (survival), % at 20 µM; EC50 in µM for titrated hits;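 active = EC50 below 50 µM in the dose-response confirmation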;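 also: death triggered by thapsigargin at about 15 µM added after 2 h compound pretreatment; cell ATP read after overnight thapsigargin exposure of roughly 18 to 22 hours; normalized against plate controls of thapsigargin alone and 5% DMSO vehicle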
Ins promoter up: insulin promoter activators in MIN6 cells, imaging, high-content screening, mouse beta cells; MIN6 insulin promoter-GFP reporter; active compounds read high; z-score at 5 µM; actives 0.3% (n = 190,000); AID 1625, 2009;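 active = z-score above 3 at 5 µM with at least 500 cells counted in the well; inconclusive = wells under 500 cells, flagged as cytotoxic or low count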
PMI inhibitors: inhibitors of human PMI, primary screen, biochemical, fluorescence intensity, coupled assay (AID 1209); inhibition, % at 20 µM, or IC50 in µM where a hit was titrated; actives 0.42% (n = 190,000); purified PMI enzyme, coupled fluorescence intensity; higher % means a stronger effect; Mannose-6-phosphate isomerase (Homo sapiens);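 also: plate controls were DMSO vehicle for no effect and wells lacking substrate for full effect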
Salmonella PhoP GFP: inhibitors of PhoP regulon expression, primary screen, Salmonella Typhimurium, GFP reporter (AID 1863); S. Typhimurium PhoP-regulated promoter GFP reporter, 4 h; higher % means a stronger effect; one-dose inhibition, % at 50 µM; IC50 in µM for titrated hits; actives 0.16% (n = 300,000);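 active = inhibition over 29.93%, a cutoff 3 SD above the screen mean, later confirmed by dose response; inconclusive = inhibition over 29.93% but no dose response follow-up; inactive = inhibition at most 29.93% or unconfirmed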;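 also: 0% = low Mg2+ inducing control and 100% = high Mg2+ repressing control; strong numbers were not always called active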
SV40 large T antigen: SV40 large T antigen inhibitors, biochemical (AID 1903); one-dose inhibition, % at 20 µM; IC50 in µM for titrated hits; SV40 large T antigen ATPase/helicase inhibition assay; higher % means a stronger effect; actives 0.39% (n = 310,000); in the data active = a potency from the dose series; inconclusive = inhibition mostly from about 32% at the one dose, without a potency; inactive = the rest, 99 in 100 with inhibition below about 32%; also: strong numbers were not always called active
human PMI inhibitors: human PMI inhibitors, high substrate, primary screen, biochemical, fluorescence intensity, high mannose 6-phosphate (AID 1220) | Mannose-6-phosphate isomerase (Homo sapiens) | recombinant PMI enzyme, coupled fluorescence intensity; higher % means a stronger effect | inhibition, % at 20 µM, or IC50 in µM where a hit was titrated | actives 0.66% (n = 190,000)
RSV CPE inhibition: RSV antiviral activity via CPE protection, HEp-2 cells, primary 10 µM value included (AID 2391). HEp-2 cells, RSV-induced CPE inhibition; higher % means a stronger effect. actives 0.13% (n = 310,000). CPE inhibition, % at 10 µM, or IC50 in µM where a hit was titrated; in the data active = a potency from the dose series; inconclusive = CPE inhibition mostly from about 23% at the one dose, without a potency; inactive = the rest, 99 in 100 with CPE inhibition below about 21%; also: strong numbers were not always called active
Ins promoter up cell count: also measured in Ins promoter up; calls as there; cell count; measured here: cytotoxicity, nuclei count;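 total cells summed across four imaged fields per well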
* = called active by the depositor; ? = inconclusive; nt = not tested or not shown. Rule as the data show it, unless noted: active = inhibition above about 50%; inactive = the rest.

SMILES | TNAP activation fold | West Nile virus CPE | ER stress rescue | Ins promoter up | Ins promoter up cell count | PMI inhibitors | Salmonella PhoP GFP | SV40 large T antigen | human PMI inhibitors | RSV CPE inhibition
CC1(C)CCCN(C(=O)c2coc(=O)c(Br)c2)C1 | 1 | -0.4% | 0.0% | -0.04 | 1618 | -10.8% | 1.4% | 37.1% | -3.7% | nt
CCn1c(Cc2cccs2)nnc1SCC(=O)Nc1ccc(OC)c(OC)c1 | 1.1 | -0.7% | 0.0% | 0.09 | 1283 | 2.0% | 13.3% | 6.8% | 11.9% | 2.3%
COc1ccccc1NS(=O)(=O)c1cc(NC(=O)c2ccncc2)ccc1N1CCCC1 | 1.1 | -1.1% | -1.0% | -0.49 | 1225 | 40.0% | -1.8% | 6.7% | 36.5% | -0.5%
COc1ccc(CCNC(=O)c2nnn(CC(=O)Nc3ccccc3)c2N)cc1OC | 1.1 | 0.1% | 13.4% | nt | nt | -3.3% | 6.6% | 12.2% | -7.2% | 2.4%
COc1cc(NC(=O)COc2ccccc2Cl)ccc1NC(=O)C(C)C | 1 | 0.0% | 0.9% | -0.01 | 1413 | 9.4% | -0.7% | 7.7% | 5.3% | 0.6%
CNC(=O)c1ccccc1NC(=O)C1CC(=O)N(C(C)C)C1 (centres undefined) | nt | -0.1% | nt | nt | nt | nt | -4.8% | 14.4% | nt | 0.1%
Cc1c(N=Cc2cc(Br)cc(Br)c2O)cccc1C(=O)O | 1.1 | 0.9% | 34.6% | 0.36 | 1199 | -14.2% | 20.2% | -1.1% | 27.6% | 8.0%
CN1CCCN(S(=O)(=O)c2cccc(Cl)c2Cl)CC1 | 1.1 | 0.0% | 0.5% | -0.09 | 1634 | -9.2% | 5.7% | 10.2% | -8.8% | -1.0%
C/C(CCc1oc2ccccc2c1-c1ccc(C)o1)=N/O | 1.1 | 0.0% | 0.8% | 0.03 | 1071 | -4.2% | -3.9% | 28.0% | -25.6% | 14.0%
C=CCSc1nnc(NC(=O)c2cn(CC)c3nc(C)ccc3c2=O)s1 | 1 | -0.3% | 0.3% | -1.52 | 1541 | -15.9% | 12.2% | 6.9% | -1.9% | 0.5%
COc1cc(-c2cc(C(=O)Nc3ccc(S(=O)(=O)NCc4ccco4)cc3)c3ccccc3n2)cc(OC)c1OC | 1 | 0.1% | 11.2% | -0.96 | 930 | 4.6% | 0.5% | -2.6% | 7.5% | 1.6%
COCCCn1c(SCC(=O)OC2CCCCC2)nnc1-c1ccco1 | 1 | -0.2% | -2.8% | 0.14 | 1419 | -12.3% | 4.5% | 0.6% | -10.1% | nt
CCC(=O)Nc1ccc(C(=O)n2ccc(C)n2)cc1 | 1.1 | nt | 0.2% | 1.29 | 1265 | 1.6% | -0.6% | 4.8% | 17.7% | -0.2%
COc1cc(NS(=O)(=O)c2ccc(NC(=S)NC(=O)C3CCCC3)cc2)nc(OC)n1 | 1 | 0.1% | -5.0% | -0.35 | 882 | -5.1% | -3.0% | 16.1% | -9.5% | 1.6%
OCCNCCCCSc1ccc(Cl)cc1 | 1 | -0.3% | -1.9% | -0.15 | 1546 | -8.0% | 8.1% | 4.5% | -9.6% | -0.7%
COC(=O)c1[nH]c(C)c(/C(O)=C2\C(=O)C(=O)N(CCN(C)C)C2c2cc(OC)ccc2OC)c1C (centres undefined) | 1.1 | 0.0% | -1.2% | 1.75 | 1082 | -17.2% | -7.7% | nt | -11.4% | 0.2%
CC(C)NS(=O)(=O)c1ccc(NC(=O)C2CCCCC2)cc1 | 1.2 | -0.4% | -0.6% | -0.01 | 851 | 5.5% | 4.2% | 5.8% | 7.9% | 2.4%
NS(=O)(=O)c1ccc(NC(=O)c2ccc3c(c2)CCN3S(=O)(=O)c2ccccc2)cc1 | nt | 0.4% | nt | nt | nt | nt | -3.9% | 4.4% | nt | 12.2%
COc1cc(S(=O)(=O)NC2CCCCC2C)ccc1Cl (centres undefined) | 1.1 | -0.3% | -2.7% | -1.07 | 1760 | 16.2% | -6.2% | -5.3% | 16.8% | 1.6%
O=C(Cn1cnc2ccccc2c1=O)NCCC(=O)Nc1ccc2c(c1)OCO2 | 1 | 1.7% | -0.7% | 0.23 | 1097 | -1.6% | -4.6% | 6.0% | -4.6% | -1.2%
CCOC(=O)C1C(c2ccc(OC)c(OC)c2)c2c([nH][nH]c2=O)CC1(C)O (centres undefined) | nt | 0.3% | nt | 0.08 | 909 | nt | -9.3% | 19.4% | nt | 0.7%
Cc1ccc(CNC(=O)C2CCN(S(=O)(=O)N3CCC4(CC3)OCCO4)CC2)cc1 | 1.1 | -0.2% | 7.5% | -2.96 | 594 | -1.5% | 6.2% | 5.4% | -2.6% | 1.0%
NNC(=O)CSc1cccc2cccnc12 | 1 | -0.2% | 1.0% | 1.06 | 1255 | 1.3% | 1.0% | 28.7% | 5.4% | 0.8%
CN1C(=O)C2C3c4ccccc4C(c4ccccc43)[C@@H]2C1=O (some centres undefined) | nt | -0.7% | nt | nt | nt | nt | 0.8% | 4.3% | nt | 1.8%
COc1ccc(-c2nnn(CC(=O)N(CC(=O)NC3CCCC3)c3ccccc3F)n2)cc1OC | nt | -0.1% | nt | nt | nt | nt | 0.1% | 1.7% | nt | 3.9%
CN1C(=S)SC(N(O)C(=O)NC2CCCCC2)C1(C)C (centres undefined) | 1 | -0.5% | 1.1% | -0.48 | 1761 | 10.6% | -12.1% | 3.5% | 11.8% | 1.9%
CC(C)(c1ccccc1)c1ccc(OCCCNCCO)cc1 | 1 | -0.7% | 5.3% | nt | nt | 9.4% | 5.3% | 6.8% | 3.3% | 3.3%
Cc1c(C(=O)N2CCC(Cc3ccccc3)CC2)cccc1[N+](=O)[O-] | 1.1 | -1.2% | 2.4% | 0.25 | 1582 | nt | -4.9% | -4.2% | nt | ?
CN(C)CCNc1nc2c(c(=O)[nH]c(=O)n2C)n1CCCc1ccccc1 | 1.2 | -0.1% | 0.9% | -0.6 | 949 | 0.9% | 1.7% | 6.4% | -0.3% | 1.6%
CCCCn1c(SCc2c(C)noc2C)nc2cc(S(N)(=O)=O)ccc21 | 1.1 | 0.9% | -0.2% | -0.29 | 1347 | 0.7% | 1.1% | 17.1% | -2.2% | 2.7%
COCCNC(=O)Cn1nc(-c2ccc(Cl)cc2)c2ccccc2c1=O | nt | -0.5% | nt | nt | nt | nt | 0.4% | 7.2% | nt | 0.0%
C/C(=N/Nc1nc(-c2ccc(Cl)cc2)cs1)c1cccs1 | 1.1 | 0.2% | 5.6% | -1.15 | 839 | -29.8% | 36.8% | 10.5% | -64.3% | -0.8%
CC(=O)N1CCN(c2ccc(NC(=O)c3ccc(N4CCCC4)c([N+](=O)[O-])c3)cc2Cl)CC1 | 1 | -0.4% | -2.2% | -0.42 | 1804 | 11.5% | 5.7% | 0.7% | 13.8% | 9.4%
Cn1c(=O)c2c(nc(NCc3ccc4c(c3)OCO4)n2Cc2ccccc2F)n(C)c1=O | 1.1 | 0.0% | -1.0% | ? | nt | 16.9% | -11.1% | 10.2% | 17.0% | 1.1%
Cc1cc(OCC(=O)NCCN2CCOCC2)cc(C)c1Br | 1 | 0.4% | -0.2% | 0.22 | 1141 | -6.4% | 1.4% | 2.6% | -5.1% | 1.3%
CCOc1c(Cl)cc(/C=N/NC(N)=S)cc1OC | 1.1 | -0.6% | 0.0% | -0.82 | 1323 | 7.2% | 5.4% | 3.6% | 9.4% | -2.4%
COc1ccc(NS(=O)(=O)c2ccc(Cl)c(N)c2)cc1Br | 1 | -0.3% | -2.3% | 0.58 | 1266 | 6.5% | -4.8% | 3.5% | 12.8% | 18.5%
Cc1ccc(C(=O)NCc2ccco2)cc1S(=O)(=O)Nc1cccc(Cl)c1 | 1.1 | 0.1% | -2.3% | 0.46 | 890 | -2.4% | 4.8% | 9.3% | -7.5% | 5.7%
CCC(C)N(C(=O)COC(=O)c1cn(CC)c2nc(C)ccc2c1=O)C1CCS(=O)(=O)C1 (centres undefined) | 1 | 0.5% | -0.9% | 0.17 | 1016 | -1.0% | nt | nt | -2.2% | 0.8%
CC(=O)N1CC(C)Oc2ccc(S(=O)(=O)NC(CC(=O)O)c3ccc(C)cc3C)cc21 (centres undefined) | nt | 0.8% | nt | nt | nt | nt | -1.0% | 6.1% | nt | 1.4%
CCc1c(C)c(C#N)c2nc3ccccc3n2c1NC | nt | -0.8% | nt | nt | nt | nt | 9.8% | 0.8% | nt | 0.5%
CS(=O)(=O)Nc1ccc(-c2cn3c(n2)SCC3)cc1 | nt | 0.2% | nt | nt | nt | nt | 4.3% | 25.7% | nt | 0.8%
c1ccc(-n2nnnc2-n2cnc3ccccc32)cc1 | 1 | -0.5% | -1.6% | -0.93 | 1810 | 6.6% | 2.3% | 2.8% | 4.9% | 0.5%
CC1CCCC(C)N1S(=O)(=O)c1ccc(NC(=O)c2ccccc2C(=O)N2CCOCC2)cc1 (centres undefined) | 1.1 | 0.0% | -1.6% | 1.05 | 1357 | 8.9% | -0.2% | 7.6% | 8.0% | 2.1%
Cc1cccc2cc(/C=C/C(=O)c3ccco3)c(Cl)nc12 | nt | 1.0% | nt | 1.33 | 890 | nt | -2.6% | 22.8% | nt | 7.4%
COc1ccc(OC/C(O)=C(\C#N)c2nc3ccccc3[nH]2)cc1 | 1.5 | nt | -1.2% | -0.05 | 1886 | 2.9% | 0.9% | 5.5% | 1.2% | 0.4%
COc1ccc(C(C(N)=O)c2ncc(C(F)(F)F)cc2Cl)cc1OC (centres undefined) | 1 | -0.3% | -0.2% | 0.29 | 1714 | -7.7% | 3.9% | 10.7% | 0.3% | 0.2%
CSc1nsc(/C=C/Nc2ccc(C(=O)O)cc2)c1C#N | 1.1 | -0.8% | nt | 1.1 | 1250 | 2.5% | -0.8% | 3.9% | 6.2% | -0.2%

Reprinted at random: 4 entries already listed.
SMILES | TNAP activation fold | West Nile virus CPE | ER stress rescue | Ins promoter up | Ins promoter up cell count | PMI inhibitors | Salmonella PhoP GFP | SV40 large T antigen | human PMI inhibitors | RSV CPE inhibition
COc1ccc(OC/C(O)=C(\C#N)c2nc3ccccc3[nH]2)cc1 | 1.5 | nt | -1.2% | -0.05 | 1886 | 2.9% | 0.9% | 5.5% | 1.2% | 0.4%
COc1ccc(C(C(N)=O)c2ncc(C(F)(F)F)cc2Cl)cc1OC (centres undefined) | 1 | -0.3% | -0.2% | 0.29 | 1714 | -7.7% | 3.9% | 10.7% | 0.3% | 0.2%
CCc1c(C)c(C#N)c2nc3ccccc3n2c1NC | nt | -0.8% | nt | nt | nt | nt | 9.8% | 0.8% | nt | 0.5%
Cc1cccc2cc(/C=C/C(=O)c3ccco3)c(Cl)nc12 | nt | 1.0% | nt | 1.33 | 890 | nt | -2.6% | 22.8% | nt | 7.4%
